Compound activity from PubChem BioAssay.
B2AR arrestin: beta2AR (human) beta-arrestin recruitment activity; P07550; beta-arrestin recruitment to beta2AR, cell-based reporter; Potency, µM (series often up to 46.1 µM), inactives show top-dose activation, usual class: activators; 0.02% of 330,000 active; AID 492947;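 also: potency is read from the fitted curve at half-maximal effect; 0% = DMSO controls and full agonism = EC100 isoproterenol or metaproterenol; nearly all actives have a fitted effect of over 65% in size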
Target sequence (P07550 whole entry, looked up): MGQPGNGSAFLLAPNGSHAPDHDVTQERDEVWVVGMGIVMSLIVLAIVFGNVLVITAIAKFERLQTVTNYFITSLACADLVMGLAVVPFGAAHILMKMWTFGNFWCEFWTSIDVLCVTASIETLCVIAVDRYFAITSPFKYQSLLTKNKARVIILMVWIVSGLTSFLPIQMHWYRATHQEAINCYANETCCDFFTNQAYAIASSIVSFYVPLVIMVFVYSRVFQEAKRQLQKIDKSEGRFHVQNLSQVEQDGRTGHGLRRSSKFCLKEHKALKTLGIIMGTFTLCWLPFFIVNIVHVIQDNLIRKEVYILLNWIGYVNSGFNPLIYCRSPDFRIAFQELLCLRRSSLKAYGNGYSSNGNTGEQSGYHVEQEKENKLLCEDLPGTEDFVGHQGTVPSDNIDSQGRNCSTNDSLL
Eya2 inh: Eya2 (human) phosphatase inhibition; O00167; recombinant Eya2, OMFP fluorescence dephosphorylation (OMFP is methylfluorescein phosphate); Potency, µM (top dose mostly 76.9 µM), for the others: at the top dose activity, negative = inhibition, usual class: inhibitors; 0.006% of 330,000 active; also: potency is read from the fitted curve at half-maximal effect
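Eya2 (0.2 uM) preincubated 10 min at ambient with compound, then OMFP substrate added at 50 uM; 10 min reaction in 50 mM HEPES pH 7.5, 50 mM NaCl, 5 uM MgCl2, 0.05% BSA, 1 mM DTT. Fluorescence read at Ex 485/Em 525 nm.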
BCR signal inh: blocks chronic active B-cell receptor signaling | ABC-DLBCL IkBa-CBG/CBR reporter, luminescence ratio, 4 h | Potency, µM (titrated, usually from 46.1 µM), inactives show at the top dose ratio change, negative = lower green/red ratio, most hits filed as inhibitors | 0.05% of 340,000 active; active = well fitted inhibition curve with a large enough effect in the signal ratio, with a control signal flat, not every such curve was filed as active; inconclusive = small, poorly fitted or top-dose-only effect, or effect the other way, or a change in a side signal; the % refers to the signal ratio;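 also: potency is read from the fitted curve at half-maximal effect; plate controls were basal doxycycline-induced cells for no effect and cells given 10 µM MG132 for full effect; MG132 reads +100%, hits lower the ratio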
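TMD8 ABC-DLBCL cells carrying doxycycline-inducible green luciferase fused to IkappaBalpha plus unfused red luciferase were exposed to compounds (up to 46 uM) for 4 hrs at 37C. Activity came from the overlap-corrected green/red luminescence ratio.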
KCNH2 WT inh: blocks the wildtype human KCNH2 potassium channel; U2OS, BacMam KCNH2, thallium flux FluxOr; active compounds read low; activity change, % at 1.84 µM; 0.37% of 340,000 active; AID 720551;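 active = maximum activity change below -70%; inconclusive = maximum activity change between -70% and -50%; inactive = maximum activity change above -50%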
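U2OS cells transduced with wild-type KCNH2 virus are loaded with FluxOr dye for 45 min, and thallium flux is measured in kinetic reads before and after stimulation buffer. Rate constants are normalized to DMSO controls.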
GALK inhibitor: galactokinase (human) inhibition | P51570 | Purified GALK, Kinase-Glo residual ATP luminescence | Potency, µM (top dose mostly 57.5 µM), without a hit: at the top dose activity change, negative = inhibition, usual class: inhibitors | 0.007% of 270,000 active; also: potency is read from the fitted curve at half-maximal effect
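Quantitative HTS: GALK 5 nM, ATP 35 uM, galactose 100 uM, 1 h room temperature, then luciferase-based ATP detection.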
USP2a inh: inhibitors of human ubiquitin-specific protease USP2a. O75604. USP2 core, Ub-CHOP2 coupled fluorogenic reporter, 485/531. Potency, µM (titrated, usually from 38.3 µM), inactives show top-dose activity change, negative = inhibition, most hits filed as inhibitors. 0.01% of 330,000 active. AID 463254;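 also: potency is read from the fitted curve at half-maximal effect; plate controls were DMSO wells for no effect and full inhibition by NEM control for full effect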
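Cell-free coupled assay: 10nM USP2 core preincubated 30min RT with compound in Tris-HCl pH 8.0/CaCl2/CHAPS buffer, then 25nM Ub-CHOP2 and 25nM reporter substrate; fluorescence (Ex 485/Em 531) read after 60min RT, normalized to NEM inhibition, concentration-response curves fitted.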
KCNH2 3.1 block: KCNH2 3.1 (human) potassium channel inhibition. U2OS KCNH2 3.1, thallium flux FluxOr; active compounds read low. activity change, % (tested at about 1.8 µM). 0.95% of 340,000 active;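 active = maximum activity change below -70%; inconclusive = maximum activity change from -70% to -50%; inactive = maximum activity change above -50%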;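 also: thallium influx rate constant from kinetic fluorescence after stimulation buffer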
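Measured as rate of thallium-driven FluxOr signal in transduced U2OS cells carrying the 3.1 channel, read kinetically for 2 min upon stimulation; values are rate constants scaled to DMSO control wells.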
Giardia killer: kills Giardia lamblia; 0.15% of 340,000 active; AID 540267; activity change, % at 7.66 µM, hits read low; Giardia lamblia trophozoite viability; in the data active = activity change below about -80%; inconclusive = between about -30% and that limit;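 also: parasites exposed to compound for two days anaerobically before the ATP read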
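Viability, read as ATP luminescence: trophozoites at 100 cells/well, compound added, 48 hrs anaerobic at 37 deg C, then 15-30 min room-temperature development before reading.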
Coupling enz: inhibits coupling enzyme system, counter-screen for aldolase hits; coupling enzyme system counterscreen, AmpLite Red fluorescence; activity change, negative = inhibition, % at 58.2 µM, hits read low; 0.67% of 290,000 active; in the data active = activity change below about -30%
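Coupling enzymes only (glyceraldehyde-3-phosphate) + compound, at 57.5 uM final, 10 min RT; add substrate/coupling/AmpLite Red mix, 20 min RT; fluorescence ex 525/em 598 nm. Actives flag coupling-system interference.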
PKM2 act: activators of human pyruvate kinase M2. P14618. purified PKM2, Kinase-Glo ATP luminescence, activation; response scale: 0% is enzyme alone, no compound. Potency, µM (top dose mostly 57.5 µM), for the others: at the highest dose activation, usual class: activators. 0.34% of 260,000 active. AID 1631; also: potency is read from the fitted curve at half-maximal effect; nearly all actives have a fitted effect of over 55% in size
Target sequence (P14618 whole entry, looked up): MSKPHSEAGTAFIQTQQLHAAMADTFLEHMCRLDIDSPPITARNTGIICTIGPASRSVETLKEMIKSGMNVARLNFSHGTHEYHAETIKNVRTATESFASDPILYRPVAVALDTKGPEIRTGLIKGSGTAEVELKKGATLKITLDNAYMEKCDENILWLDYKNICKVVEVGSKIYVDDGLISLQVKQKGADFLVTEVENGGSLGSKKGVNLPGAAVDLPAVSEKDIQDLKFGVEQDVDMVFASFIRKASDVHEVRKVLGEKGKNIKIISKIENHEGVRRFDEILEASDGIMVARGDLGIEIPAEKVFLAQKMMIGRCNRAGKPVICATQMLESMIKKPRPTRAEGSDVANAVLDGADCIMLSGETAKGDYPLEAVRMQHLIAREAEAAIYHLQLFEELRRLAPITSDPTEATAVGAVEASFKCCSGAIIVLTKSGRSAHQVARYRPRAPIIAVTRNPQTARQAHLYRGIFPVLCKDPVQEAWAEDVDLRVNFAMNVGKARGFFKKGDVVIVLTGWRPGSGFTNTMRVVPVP
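ATP formation by purified human PK-M2, quantified via coupled luciferase luminescence after 1 h at room temperature with 0.1 mM ADP and 0.5 mM PEP final.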
uPA surface inh: blocks generation of uPA at the cell surface. cell surface uPA generation assay, qHTS. 0.31% of 330,000 active. Potency, µM (series often up to 38.3 µM), for inactives: at the highest dose activity change, negative = inhibition, usual class: inhibitors; active = well fitted inhibition curve with a large enough effect; inconclusive = small, poorly fitted or top-dose-only effect; inactive = no such curve, though single readings can be large or run the other way; tested in mouse RAW 264.7 cells; also: potency is read from the fitted curve at half-maximal effect; nearly all actives have a fitted effect of over 55% in size
Numbers without * were called inactive; i = inactive; ? = inconclusive; / = no result given; [ ] = another dose, or the depositor's remark. Unless noted, calls follow the shape of the dose curve; as a rule, active = well fitted curve in the direction sought with a large enough effect; inconclusive = small, poorly fitted or top-dose-only effect, or another doubt; inactive = no such curve, though single readings can be large; an effect the other way counts as inactive or inconclusive. Unless noted, % is scaled to controls: 0 for no effect and ±100 for the full control effect.

Values run as follows: B2AR arrestin	Eya2 inh	BCR signal inh	KCNH2 WT inh	GALK inhibitor	USP2a inh	KCNH2 3.1 block	Giardia killer	Coupling enz	PKM2 act	uPA surface inh
#1 NS(=O)(=O)c1ccc(-c2ccc(/C=N/NC(=O)c3ccc([N+](=O)[O-])cc3)o2)cc1
 : -0.4%	-10.8%	-5.2%	3.4	-4.8%	13.9%	-2.2	-9.8	1.9	5.7%	1.2%
#2 COc1ccc(CCN2C(=O)CC(C(N)=O)SC2=Nc2ccc(F)cc2)cc1OC (stereo not given)
 : 0.0%	1.6%	7.3%	5.9	7.4%	1.3%	12.1	-13.7	1.4	-0.8%	-2.2%
#3 CCCCN1C(=O)/C(=C(/C#N)C(=O)N2CCCC2)c2ccccc21
 : 0.1%	-19.6%	7.0%	-9.9	0.8%	-4.2%	-3.2	0.2	-5.8	?	6.4%
#4 COc1ccc(CCNC(=O)c2cc(S(=O)(=O)N3CCOCC3)cn2C)cc1OC
 : -0.4%	-2.7%	1.6%	-1.8	/	-0.5%	0.0	-11.8	-2.8	7.9%	6.7%
#5 Cc1ccc(S(=O)(=O)c2nc(-c3ccco3)oc2SCC(N)=O)cc1
 : 0.3%	4.5%	9.0%	1.1	-4.0%	-0.6%	0.1	0.3	0.1	11.6%	-5.3%
#6 Cc1ccccc1CN1C(=O)c2ccccc2Sc2ccc(C(=O)NCCCN3CCOCC3)cc21
 : -0.8%	-5.6%	?	10.9	-1.4%	-7.5%	-9.0	-1.9	/	/	?
#7 O=C(COC(=O)c1ccco1)Nc1nc2ccc([N+](=O)[O-])cc2s1
 : -0.1%	-4.8%	-19.3%	-2.1	3.5%	1.9%	-1.8	14.9	3.6	-4.5%	-22.3%
#8 N#Cc1c(NC(=O)CSc2ncnc3sccc23)oc(-c2ccco2)c1-c1ccco1
 : -0.3%	6.4%[15.4 µM]	?	-8.9	1.1%	?	-3.3	12.8	-16.4	11.8%	-4.1%
#9 N[C@@H](CO)c1nnc([C@H](CCC(=O)O)NC(=O)C2CCNCC2)o1
 : -0.1%	4.4%	-24.8%	-7.9	-1.8%	0.8%	22.6	5.5	0.2	-0.7%	13.4%
#10 Cc1cccc(NC(=S)NN2CCN(C)CC2)c1
 : 0.1%	-0.3%	?	-3.2	-1.5%	1.2%	-3.0	5.2	2.8	2.2%	-1.6%
#11 Cc1ccc(Cc2c(C)[nH]c(=S)[nH]c2=O)cc1
 : -0.5%	-0.9%	7.3%	-1.2	4.9%	-0.8%	11.2	4.1	0.8	17.1%	-0.2%
#12 Cc1ccc(NC(=O)C[n+]2cc(-c3ccccc3)n3c2CCC3)c(C)c1
 : -1.9%	3.1%	-1.1%	20.3	-2.8%	-2.1%	-16.2	-7.9	1.7	-1.1%	-3.9%
#13 C/C(=N\N1CCN(c2ccccc2)CC1)c1ccco1
 : -1.9%	1.1%	2.5%	3.0	2.2%	0.9%	2.7	-6.6	-5.0	-19.1%	-2.3%
#14 Cc1ccc(C2N(c3nccs3)C(=O)C3CCCN32)cc1 (stereo not given)
 : 0.6%	-4.2%	-4.9%	-5.9	1.5%	0.3%	-4.2	23.3	-2.4	0.6%	0.9%
#15 Cc1nc(C)c(C(=O)N/N=C/c2ccco2)s1
 : -0.2%	1.7%	?	i	14.1%	0.0%	9.7	-18.6	0.8	0.1%	-2.3%
#16 COc1ccc(CC(=O)Nc2nc(C)cs2)cc1
 : -0.4%	2.7%	-0.4%	8.7	-1.6%	3.3%	0.8	-13.9	1.7	-0.7%	3.5%
#17 CCN(CC)c1ccc(S(=O)(=O)N2CCOCC2)cc1NC(=O)CN1CCN(Cc2ccccc2)CC1
 : -0.8%	8.0%	2.6%	-1.5	-1.7%	0.4%	-7.3	10.7	-3.0	2.4%	-18.6%
#18 CCOc1ccc(N(C(C)C(=O)NN=C2CCCCCCC2)S(C)(=O)=O)cc1 (stereo not given)
 : -0.4%	0.6%	1.0%	-14.1	0.3%	1.2%	5.6	-1.8	0.5	1.1%	1.2%
#19 O=C(CP(=O)(c1ccccc1)c1ccccc1)Nn1cnnc1
 : 0.5%	11.1%	?	11.1	-2.9%	1.1%	-22.3	-27.5	-0.3	-1.2%	-1.1%
#20 COc1ccnc(N2CCN(c3cccc(C(F)(F)F)c3)CC2)c1C#N
 : -0.3%	-39.9%	-0.3%	-3.6	-0.4%	0.6%	0.0	-11.9	1.2	-0.2%	-2.6%

(cont.)
Values run as follows: B2AR arrestin	Eya2 inh	BCR signal inh	KCNH2 WT inh	GALK inhibitor	USP2a inh	KCNH2 3.1 block	Giardia killer	Coupling enz	PKM2 act	uPA surface inh
#21 CN1C(=S)SC(C)(C)C1NO (stereo not given)
 : 0.1%	-1.7%	-1.2%	-0.1	5.0%	-2.0%	-8.6	-4.8	-2.9	-16.6%	/
#22 COc1cc(Cl)c(C)cc1NC(=O)CSc1nnc(CCC(=O)O)c(=O)[nH]1
 : -0.9%	6.5%	-2.5%	-5.0	-9.2%	1.7%	0.5	3.9	12.6	5.6%	4.9%
#23 COC(=O)c1cc(Cl)c(NC(=O)c2cc(OC)c(OC)c(OC)c2)cc1OC
 : 0.1%	10.2%	?	-4.5	3.2%	0.5%	-8.2	9.6	5.0	2.8%	1.0%
#24 N#C/C(=C\c1ccc(F)c(F)c1)C(=O)NC1CCCCC1
 : 0.1%	7.9%	?	-0.8	-2.0%	5.0%	17.4	15.2	1.8	1.4%	1.2%
#25 CC(CCc1ccccc1)NC(=O)CNC(=O)N1CC(=O)Nc2ccccc21 (stereo not given)
 : -0.6%	-1.1%	-1.3%	3.7	-0.5%	-0.4%	15.6	-12.4	-1.4	/	2.1%
#26 COCCn1c(SCC(=O)NNC(=O)c2ccccc2)nc2ccccc2c1=O
 : -0.1%	-3.7%	-11.3%	21.1	3.4%	2.1%	25.1	2.6	-0.8	0.7%	5.5%
#27 Cc1cc2sc(NC(=O)c3ccco3)nc2cc1Cl
 : 0.2%	?	/	-13.6	6.2%	-0.5%	21.2	?	-0.7	-1.9%	-11.1%
#28 COc1ccc(-c2csc(Nc3ccccn3)n2)cc1
 : -0.2%	-6.7%	?	14.7	-1.9%	1.1%	5.6	-2.9	-1.7	1.3%	-5.2%
#29 Cc1ccc2[nH]c(=O)c(COC(=O)c3ccccn3)cc2c1
 : -0.2%	20.9%	3.9%	-0.2	6.2%	?	-4.3	4.8	-0.4	0.8%	-5.4%
#30 Cc1ccc(N(CC(=O)NC2CCCC2)C(=O)CNC(=O)c2cccs2)cc1C
 : -0.3%	-22.1%	?	-8.1	-0.8%	-1.0%	0.7	-0.8	0.4	2.2%	-3.1%
#31 Cc1cnc(NC(=O)c2ccc(-c3nc4ccccc4s3)o2)s1
 : 0.1%	-12.5%	11.9%	-1.3	3.6%	-2.5%	5.5	-7.1	2.3	-0.1%	-0.6%
#32 O=C1OCCN1C(=O)[C@H]1[C@H](c2ccc(F)cc2)C(c2cccc(Cl)c2)=NN1c1ccc(Br)cc1
 : 0.4%	-9.4%	8.3%	3.4	/	-0.5%	4.7	-25.0	-1.4	/	-0.1%
#33 Cc1cc(Cn2nnc3ccccc32)c(O)c(C(C)(C)C)c1
 : -0.8%	-4.5%	-2.1%	4.9	/	-4.9%	-5.6	-5.1	/	/	-16.8%
#34 CCN(c1ccccc1)S(=O)(=O)c1cccc(C(=O)OCc2nc3sc(C)c(C)c3c(=O)[nH]2)c1
 : -0.1%	-10.9%	1.8%	12.2	-3.9%	-8.6%	30.9	?	2.0	2.2%	-10.0%
#35 CCCC(=O)Nc1ccc(NC(=S)NC(=O)c2cccs2)cc1
 : -1.0%	8.0%	-11.2%	-2.3	-3.2%	5.0%	29.8	7.4	1.1	6.0%	-12.8%
#36 Cc1ccc(C(C)C)cc1OCCN1CCCC1
 : 0.0%	0.2%	-1.0%	2.1	-1.3%	2.5%	10.3	-4.1	-0.7	-0.2%	1.5%

Part of the list above, as a markdown table:
| no. | mol | B2AR arrestin | Eya2 inh | BCR signal inh | KCNH2 WT inh | GALK inhibitor | USP2a inh | KCNH2 3.1 block | Giardia killer | Coupling enz | PKM2 act | uPA surface inh |
| --- | --- | --- | --- | --- | --- | --- | --- | --- | --- | --- | --- | --- |
| 35 | CCCC(=O)Nc1ccc(NC(=S)NC(=O)c2cccs2)cc1 | -1.0% | 8.0% | -11.2% | -2.3 | -3.2% | 5.0% | 29.8 | 7.4 | 1.1 | 6.0% | -12.8% |
| 36 | Cc1ccc(C(C)C)cc1OCCN1CCCC1 | 0.0% | 0.2% | -1.0% | 2.1 | -1.3% | 2.5% | 10.3 | -4.1 | -0.7 | -0.2% | 1.5% |
